# FadD28 FP inh: blocks FadD28 binding to the bisubstrate probe; fluorescence polarization; inhibition, % at 12.5 µM; 360,000 tested, 0.22% active; AID 588549; in the data active = inhibition above about 8.5%, passing the limit was not always enough; inconclusive = no clear call, values can overlap the other calls
# GDH-TPI inh: GDH-TPI coupled enzyme inhibition counter-screen | GDH-TPI coupled enzyme counterscreen, NADH absorbance | inhibition, % at 4.8 µM | 360,000 tested, 1.2% active;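 also: 0% = DMSO wells and 100% = wells lacking the enzyme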
# Mtb BioA inh: blocks M. tuberculosis BioA enzyme activity | purified M. tuberculosis BioA enzyme, plate reader | inhibition, % at 9.99 µM | 360,000 tested, 0.096% active | AID 602481; in the data active = inhibition above about 40%; inconclusive = no clear call, values can overlap the other calls
# BoNT-F LC inh: blocks Botulinum neurotoxin F light chain protease; 360,000 tested, 0.22% active; inhibition, % at 10 µM; AID 588497; Multiplex microsphere protease cleavage assay, flow cytometry; in the data active = inhibition above about 35%, passing the limit was not always enough; inconclusive = no clear call, values can overlap the other calls; also: plate controls were buffer without enzyme for full effect and enzyme alone for no effect
# CCHF vOTU inh: CCHFV vOTU protease inhibition; Pep-AMC fluorescence; inhibition, % at 11.5 µM; 370,000 tested, 0.55% active; also: 0% = vehicle wells with enzyme and 100% = no enzyme wells
# Rv3671c inh: Rv3671c (M. tuberculosis) protease inhibition; 320,000 tested, 0.048% active; P9WHR9; inhibition, % at 5.96 µM; in the data active = inhibition above about 38%;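 also: extracellular domain of Rv3671c used as enzyme; 0% = enzyme with DMSO and 100% = no enzyme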
# Target sequence (P9WHR9 whole entry, looked up, the tested form may be a part): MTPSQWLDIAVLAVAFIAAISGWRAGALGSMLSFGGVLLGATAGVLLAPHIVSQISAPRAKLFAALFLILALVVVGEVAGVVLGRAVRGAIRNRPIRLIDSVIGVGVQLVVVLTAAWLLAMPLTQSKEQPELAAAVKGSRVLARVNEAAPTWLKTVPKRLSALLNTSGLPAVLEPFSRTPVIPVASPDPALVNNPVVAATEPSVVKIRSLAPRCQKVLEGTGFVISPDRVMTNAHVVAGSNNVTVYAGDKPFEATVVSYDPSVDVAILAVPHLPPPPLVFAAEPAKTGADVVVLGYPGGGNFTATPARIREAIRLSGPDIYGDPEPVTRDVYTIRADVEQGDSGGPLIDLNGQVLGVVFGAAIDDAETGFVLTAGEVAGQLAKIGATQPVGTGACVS
# Mtb UGM inh: inhibitors of M. tuberculosis UDP-galactopyranose mutase. P9WIQ1. purified UGM, fluorescence polarization probe displacement. inhibition, % at 10 µM. 320,000 tested, 0.06% active. AID 504406; in the data active = inhibition above about 10%, passing the limit was not always enough; inconclusive = no clear call, values can overlap the other calls
# Mtb FBA inh: inhibitors of M. tuberculosis fructose-bisphosphate aldolase. purified M. tuberculosis FBA, fluorescence read-out. inhibition, % at 1 µM. 360,000 tested, 2.3% active; in the data active = inhibition above about 27%;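 also: 0% = vehicle and 100% = reference inhibitor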
# Target sequence (P9WQA3 whole entry, looked up): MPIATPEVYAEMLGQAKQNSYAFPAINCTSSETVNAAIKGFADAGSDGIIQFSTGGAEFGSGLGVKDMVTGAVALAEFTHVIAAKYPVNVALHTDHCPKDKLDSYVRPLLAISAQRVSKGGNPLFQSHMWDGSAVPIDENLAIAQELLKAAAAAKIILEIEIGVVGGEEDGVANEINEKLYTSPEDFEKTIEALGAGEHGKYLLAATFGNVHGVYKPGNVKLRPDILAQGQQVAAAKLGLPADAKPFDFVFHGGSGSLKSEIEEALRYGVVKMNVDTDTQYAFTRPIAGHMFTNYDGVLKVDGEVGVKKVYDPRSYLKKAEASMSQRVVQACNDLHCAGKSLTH
# VHR inh abs: DUSP3 (human) phosphatase inhibition; recombinant VHR phosphatase, pNPP absorbance; inhibition, % at 13.3 µM; 290,000 tested, 0.52% active; AID 1654; in the data active = inhibition above about 50%; also: some compounds called inactive have numbers as strong as hits
# Target sequence (P51452 whole entry, looked up): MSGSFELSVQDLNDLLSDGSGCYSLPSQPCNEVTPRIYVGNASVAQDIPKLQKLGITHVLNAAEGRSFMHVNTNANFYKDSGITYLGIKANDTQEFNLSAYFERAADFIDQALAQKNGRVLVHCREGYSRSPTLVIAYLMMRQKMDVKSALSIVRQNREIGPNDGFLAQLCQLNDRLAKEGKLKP
# MazEF act: increases E. coli MazEF RNase cleavage of RNA; FAM/BHQ RNA-DNA oligo cleavage fluorescence, 5 h; activation, % at 20 µM; AID 504720; 350,000 tested, 0.32% active; in the data active = activation above about 50%
# * hit, by the source's call; ? = inconclusive; / = no result given. Rule as the data show it, unless noted: active = inhibition above about 30%; inactive = the rest.
SMILES,FadD28 FP inh,GDH-TPI inh,Mtb BioA inh,BoNT-F LC inh,CCHF vOTU inh,Rv3671c inh,Mtb UGM inh,Mtb FBA inh,VHR inh abs,MazEF act
COc1ccc(C(=O)NC2CCN(CC(=O)N3CCCCC3)CC2)cc1,-3.1,7,-0.6,10,-20,9,-0.1,1,31,1
CCOC(=O)c1cccc(NS(=O)(=O)Cc2ccccc2)c1,0.8,4,/,-8,-10,8,4.4,7,-3,9
Cc1cc(C)c(C)c(S(=O)(=O)NC2CCCCC2)c1C,-0.8,2,0.0,-4,10,/,0.4,0,11,-5
COc1ccc(C(=O)CSC2=NS(=O)(=O)c3cc(Cl)ccc3N2)cc1,-5.0,3,-1.0,/,3,-1,/,1,/,0
CCOc1ccccc1NC(=S)Nc1ncccc1C,-1.8,-3,1.2,-15,-8,2,-0.5,-2,-13,-3
CCc1cccc(C)c1NC(=O)c1ccoc1C,-2.7,11,3.0,-4,-13,4,3.8,6,23,2
COc1ccc(S(=O)(=O)N2CCOCC2)cc1NC(=O)CN1C(=O)NC2(CCCCC2C)C1=O (stereo not drawn),-1.2,11,-1.3,2,5,1,-0.5,-2,/,-4
COc1cccc(/C=C2\SC(=S)N(CCCC(=O)N3CCCCC3)C2=O)c1,-1.0,9,-3.5,10,10,-5,2.6,2,4,-21
CC1(C)CC(NC(=O)c2ccccc2NS(=O)(=O)c2ccc(Br)cc2)CC(C)(C)N1,-2.9,1,8.3,-5,16,/,/,-3,/,2
O=C(CNC(=O)c1cc(S(=O)(=O)N2CCOCC2)ccc1N1CCCC1)Nc1ccc(F)c(F)c1,-2.7,10,0.5,-6,14,/,/,6,/,1
COc1ccc(S(=O)(=O)N(Cc2ccccc2)c2ccccc2C(=O)Nc2ccccc2C(=O)NCc2ccco2)cc1,-1.9,9,-0.4,-2,7,-32,-0.1,2,-6,10
O=C(O)c1ccc2c(c1)C(=O)N(N1C(=O)c3ccccc3C1=O)C2=O,-2.1,5,-2.1,3,-6,-8,0.6,2,-11,-2
O=C(c1ccc(=O)[nH]c1)N1CCN(S(=O)(=O)c2cc(C(F)(F)F)ccc2Cl)CC1,0.3,0,-1.2,1,-13,3,0.6,-1,41,-23
O=C1CCC(C(=O)N2CCC(CO)(Cc3ccc(Cl)cc3)CC2)=NN1,-4.3,-6,/,0,1,1,-1.6,-4,1,9
CSc1ccc(-c2sc(Nc3cccc4ccccc34)n[n+]2-c2ccccc2)cc1,-1.3,19,-2.5,-11,13,-27,2.0,0,29,8
CS(=O)(=O)N(CCC#N)Cc1ccc(/C=C2\C(=O)Nc3ccccc32)o1,-10,17,/,-6,17,0,4.1,-6,13,-1
CC1Cc2nc(SCC(=O)N3CCN(c4ccccc4)CC3)n(CCc3ccccc3)c(=O)c2S1 (stereo not drawn),-1.0,0,0.5,-3,5,-7,-2.5,4,19,-13
Cc1cc(NC(c2cccnc2)c2c(C)[nH]c3ccccc23)no1 (stereo not drawn),0.2,-3,-0.9,-4,2,11,-2.2,1,-1,1
O=C(c1ccccc1)N1CCC(CC2CC(c3ccc(Cl)cc3)=NO2)(C(=O)NCC2CCCCC2)CC1 (stereo not drawn),-2.9,-2,0.4,-2,4,-10,-0.2,2,32,3
C=CC1=CCN(S(=O)(=O)C(C)(C)C)[C@H]1CCO,-3.8,8,0.0,-8,2,/,/,-2,/,2
Cc1nnc(N/N=C/c2ccc(-c3ccc(Br)cc3)o2)n1N,3.7,24,/,-4,77*,-23,1.1,-2,-4,7
COc1ccc(NC(=O)Cc2ccccc2)cn1,-0.2,-1,1.8,-5,0,2,0.6,-3,18,-17
CC1CCC(NC(=O)c2ccc3c(c2)S(=O)(=O)c2ccccc2C3=O)CC1 (stereo not drawn),-0.9,3,-2.5,0,10,0,-1.5,-3,/,1
CN1C(=O)/C(=C/c2ccc(-c3ccccc3[N+](=O)[O-])o2)SC1=Nc1ccc(Cl)c(C(=O)O)c1,2.0,29,2.1,-11,10,-50,3.9,-6,19,21
O=c1[nH][nH]c(C(F)(F)F)c1C=Nc1ccccc1,-1.4,1,0.1,-17,6,6,0.9,1,24,1

# Retrieved by structure from the entries so far:
SMILES,FadD28 FP inh,GDH-TPI inh,Mtb BioA inh,BoNT-F LC inh,CCHF vOTU inh,Rv3671c inh,Mtb UGM inh,Mtb FBA inh,VHR inh abs,MazEF act
COc1cccc(/C=C2\SC(=S)N(CCCC(=O)N3CCCCC3)C2=O)c1,-1.0,9,-3.5,10,10,-5,2.6,2,4,-21
COc1ccc(C(=O)CSC2=NS(=O)(=O)c3cc(Cl)ccc3N2)cc1,-5.0,3,-1.0,/,3,-1,/,1,/,0

# Five of the compounds above, with values under each structure:
# The line under a structure holds: FadD28 FP inh	GDH-TPI inh	Mtb BioA inh	BoNT-F LC inh	CCHF vOTU inh	Rv3671c inh	Mtb UGM inh	Mtb FBA inh	VHR inh abs	MazEF act
CC1(C)CC(NC(=O)c2ccccc2NS(=O)(=O)c2ccc(Br)cc2)CC(C)(C)N1
→ -2.9	1	8.3	-5	16	/	/	-3	/	2
O=C(CNC(=O)c1cc(S(=O)(=O)N2CCOCC2)ccc1N1CCCC1)Nc1ccc(F)c(F)c1
→ -2.7	10	0.5	-6	14	/	/	6	/	1
COc1ccc(S(=O)(=O)N(Cc2ccccc2)c2ccccc2C(=O)Nc2ccccc2C(=O)NCc2ccco2)cc1
→ -1.9	9	-0.4	-2	7	-32	-0.1	2	-6	10
O=C(O)c1ccc2c(c1)C(=O)N(N1C(=O)c3ccccc3C1=O)C2=O
→ -2.1	5	-2.1	3	-6	-8	0.6	2	-11	-2
O=C(c1ccc(=O)[nH]c1)N1CCN(S(=O)(=O)c2cc(C(F)(F)F)ccc2Cl)CC1
→ 0.3	0	-1.2	1	-13	3	0.6	-1	41	-23

# (continued)
SMILES,FadD28 FP inh,GDH-TPI inh,Mtb BioA inh,BoNT-F LC inh,CCHF vOTU inh,Rv3671c inh,Mtb UGM inh,Mtb FBA inh,VHR inh abs,MazEF act
C/C(CC(=O)Nc1cccnc1)=N\NC(=O)C(C)Oc1ccc(Cl)cc1Cl (stereo not drawn),-3.9,1,/,?,-13,5,-1.7,1,17,3
Cc1ccc(C)c(SCc2nc3sc(C(=O)O)c(C)c3c(=O)[nH]2)c1,-4.8,-1,-2.9,-5,9,3,0.4,-6,7,0
COc1ccc(N2CCN(CC(=O)Nc3cc(C)on3)CC2)cc1,0.6,3,0.3,7,-13,2,4.4,1,6,5
O=C(NNS(=O)(=O)c1ccc(F)cc1F)c1csc(-c2cccnc2)n1,-0.8,-2,-2.8,18,-7,-1,0.1,2,18,9
N#Cc1c(SCC(N)=O)nc2c(c1-c1ccncc1)CCCC2,-3.0,-6,/,-6,14,-5,-0.1,0,22,12
COc1ccc(CN(C)CC(=O)Nc2sc3c(c2C#N)CCC3)cc1OC,-4.3,-8,/,-3,-4,-1,-3.2,-6,17,10
CC(NC(=O)Cc1ccccc1)C1COc2ccccc2O1 (stereo not drawn),-3.6,-4,2.6,-3,12,13,1.6,-5,17,5
Cc1cc(C(=O)CSc2nc3ccccc3c(=O)[nH]2)c(C)n1CC1CCCO1 (stereo not drawn),-3.4,-2,/,-4,-1,11,-0.8,3,30,0
CCNc1nc(N2CCCC2)nc(N2CCCC2)n1,-1.0,7,1.4,-2,4,4,-2.2,3,-25,1
COC(=O)CCCC(=O)NC1CCCc2c1cnn2-c1ccc(F)cc1F (stereo not drawn),-3.4,-6,8.3,9,-14,-1,0.3,2,19,-6
O=C1CC2(CCN(C(=O)c3ccc(Br)cc3)CC2)Oc2ccccc21,-3.4,10,9.6,-6,-9,0,-0.5,7,/,2
CCN1CCCC1CNC(=O)C(=O)Nc1cccc(OC)c1 (stereo not drawn),-4.2,0,/,4,-12,10,-0.5,-1,4,5
CCOC(=O)C1CCCN(C(=O)c2ccc(C(=O)c3ccccc3)cc2)C1 (stereo not drawn),-0.3,2,-1.0,0,14,1,-0.6,1,/,2
CCCCCC1CC(=O)C=C(C)C1C(=O)OC (stereo not drawn),-2.1,6,-0.3,/,3,2,-0.5,0,3,10
COc1ccc(CC(=O)NCc2n[nH]c(=S)n2-c2ccc(F)cc2)cc1,-2.4,-1,/,-2,1,-9,2.6,-1,9,-15
CCOC(=O)c1ccccc1NC(=O)CSc1ccccc1,-0.2,9,0.6,-7,11,-9,2.1,3,9,-15
NC(=S)NN=Cc1c[nH]c2nccnc12,-4.0,2,/,-6,4,/,/,-4,/,8
S=c1nc[nH]c2c1[nH]c1ccc(Cl)cc12,-1.9,18,/,-5,17,-11,-2.1,-1,-12,0
Cc1cc(SCC(=O)NCCC2=CCCCC2)nc2ccccc12,-2.9,10,1.7,-7,-6,2,-0.3,1,7,1
OC1CCN(Cc2cn(Cc3ccccc3)nc2-c2cc3ccccc3o2)CC1,-0.9,-3,/,-2,-6,2,-1.9,0,18,13
Cc1nnc(SCC(=O)NCc2cccs2)n1-c1ccccc1,-1.1,-1,-1.2,1,-8,6,-0.3,6,0,2
O=C1NC(=O)N(CCc2ccc(F)cc2)C(=O)/C1=C\C=C\c1ccccc1,-3.2,6,/,-11,11,/,/,3,-1,1
CC(C)[C@H](NC(=O)N1CC(=O)Nc2ccccc21)C(=O)N1CCC(C(=O)O)CC1,-1.4,4,/,0,0,1,1.9,2,-31,-9
COc1cc2c(cc1OC)[C@H](C)N(C(=O)NCc1ccccc1)CC2,0.8,2,1.3,10,-12,-7,0.6,3,30,4
O=C(NCc1ccc2c(c1)OCO2)c1ccc(CS(=O)(=O)c2cccc(C(F)(F)F)c2)o1,-0.7,2,-0.8,4,5,2,-1.4,-1,17,-3
O=C(NCCCN1CCOCC1)C(c1ccccc1)c1ccccc1,-0.9,0,-0.7,?,2,3,-0.8,0,-4,7
CC(C)(CSc1nncn1N)NS(=O)(=O)c1ccc(Cl)cc1,-1.2,1,-3.4,-6,-1,-4,2.7,5,11,-2

# A second format for part of the listing above.
# Every second line gives: FadD28 FP inh	GDH-TPI inh	Mtb BioA inh	BoNT-F LC inh	CCHF vOTU inh	Rv3671c inh	Mtb UGM inh	Mtb FBA inh	VHR inh abs	MazEF act
> OC1CCN(Cc2cn(Cc3ccccc3)nc2-c2cc3ccccc3o2)CC1
    -0.9	-3	/	-2	-6	2	-1.9	0	18	13
> Cc1nnc(SCC(=O)NCc2cccs2)n1-c1ccccc1
    -1.1	-1	-1.2	1	-8	6	-0.3	6	0	2

# Screens (PubChem)
